KB-V1 MDR tox = KB-V1 MDR subline cytotoxicity. KB-V1 MDR cells viability, CellTiter-Glo, 72 h. Potency, µM (top dose mostly 46.1 µM), inactives show at the highest dose activity change, negative = cytotoxicity, usual class: cytotoxic. 3.4% of 400,000 active; further: potency means the concentration at half of the fitted maximal effect; on the % scale 0 is the no-effect control and ±100 the full control effect; nearly all actives have a fitted effect of over 60% in size
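KB-V1 cells (P-gp-expressing MDR subline of KB-3-1) in phenol-red-free DMEM with 10% FBS were exposed to library compounds over a concentration series for 72 h at 37 degrees C. Viability read by CellTiter-Glo luminescence; concentration-effect curves fitted after normalization.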
SW480 rereplic = DNA re-replication induction in SW480 cells. SW480 DNA re-replication, Hoechst DNA content imaging, 48 h. Potency, µM (highest dose often 46.1 µM), without a hit: top-dose re-replication activation, usual class: activators. 1.8% of 340,000 active. AID 624297; further: potency means the concentration at half of the fitted maximal effect; % of control where 0% means no effect; nearly all actives have a fitted effect of over 55% in size
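250 cells/well; 23 nL cpd via pin tool; 48 hr, 37 C, 5% CO2; Hoechst 40 min; imager read of total nuclear intensity, ex 405/em 500-530 nm.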
HT1080 IDH1KD tx = HT-1080 IDH1 knockdown cell toxicity (counter line). AID 686971. HT-1080 IDH1 knockdown viability, ATP luminescence, 48 h. Potency, µM (highest dose often 46.1 µM), without a hit: at the top dose activity, negative = toxicity, usual class: cytotoxic. 2% of 360,000 active;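 further: potency means the concentration at half of the fitted maximal effect; 0% = DMSO wells and -100% = cell-free medium wells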
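Viability of IDH1-knockdown HT-1080 fibrosarcoma cells was assessed by CellTiter-Glo after 48 h at 37 °C with titrated compound; concentration-effect curves were classified by fit quality and response size.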
ATXN2 expr inh = reduces ATXN2 reporter expression in HEK-293 cells | HEK-293 ATXN2-luciferase reporter, luminescence, 24 h | Potency, µM (highest dose often 57 µM), for the others: top-dose activity change, negative = inhibition, hits mostly inhibitors | 0.72% of 360,000 active | AID 1745845; further: potency means the concentration at half of the fitted maximal effect; on the % scale 0 is the no-effect control and ±100 the full control effect; nearly all actives have a fitted effect of over 55% in size
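qHTS (up to 57 uM final) was run with 24 h compound exposure of reporter cells at 37 °C. Each well was multiplexed: SteadyGlo luminescence measured ATXN2-luciferase expression after a fluorogenic Gly-Phe-AFC viability readout (25 uM final).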
KB-3-1 cytotox = KB-3-1 parental cell cytotoxicity; 1.4% of 400,000 active; KB-3-1 viability, CellTiter-Glo ATP luminescence, 72 h; AID 1347075; Potency, µM (highest dose often 46.1 µM), without a hit: top-dose activity change, negative = cytotoxic, hits mostly cytotoxic; further: potency means the concentration at half of the fitted maximal effect; on the % scale 0 is the no-effect control and ±100 the full control effect; nearly all actives have a fitted effect of over 60% in size
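Multi-concentration cytotoxicity screen in KB-3-1 cells grown in DMEM lacking phenol red with 10% FBS. After 72 h at 37 °C with compound, ATP-dependent luminescence was recorded.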
WRN helicase inh = blocks human WRN helicase. Q14191. WRN helicase unwinding, fluorescent forked duplex, kinetic. Potency, µM (series often up to 114 µM), inactives show at the top dose activity change, negative = inhibition, most hits filed as inhibitors. 0.46% of 360,000 active; further: potency means the concentration at half of the fitted maximal effect; on the % scale 0 is the no-effect control and ±100 the full control effect; nearly all actives have a fitted effect of over 55% in size
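Screening of the MLSMR collection measured strand separation of a quenched forked DNA duplex (100 nM) by 20 nM WRN with 2 mM ATP, all final. Compounds were preincubated with enzyme 15 min at room temperature.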
MCF10A rerep = inducers of DNA re-replication in MCF 10A breast cells | MCF 10A DNA re-replication, Hoechst nuclear intensity, 48 h | Potency, µM (highest dose often 46.1 µM), for the others: at the highest dose activity, positive = re-replication, actives largely listed as activators | 2.9% of 350,000 active; further: potency means the concentration at half of the fitted maximal effect; % of control where 0% means no effect; nearly all actives have a fitted effect of over 50% in size
HT1080-NT tox = kills 2HG-producing HT-1080-NT fibrosarcoma cells; HT-1080-NT fibrosarcoma viability, CellTiter-Glo ATP luminescence, 48 h; 1.6% of 360,000 active; Potency, µM (series often up to 46.1 µM), for the others: at the highest dose activity, negative = less viability, actives largely listed as cytotoxic;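 further: NT is the 2HG producing partner of a matched IDH1 knockdown line; potency means the concentration at half of the fitted maximal effect; 0% = DMSO-treated cells and -100% = media-only wells without cells; nearly all actives have a fitted effect of over 55% in size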
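HT-1080-NT fibrosarcoma cells (2HG-overproducing), 750 cells/well in RPMI with 5% FBS, dosed after 2 h and incubated 48 h at 37C. CellTiter-Glo luminescence normalized to DMSO and no-cell wells; concentration-response curves fitted and classed.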
IL1B secr inh = inhibitors of inflammasome signaling (IL-1 beta secretion); AID 743279; activity change, % at 57.5 µM; THP-1 LPS/ATP IL-1B secretion, AlphaLISA, 16 h; hits give low values; 4.7% of 360,000 active; in the data active means activity change below about -50%; inconclusive means mostly about -30% to -49%; further: on the % scale 0 is the no-effect control and ±100 the full control effect
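THP-1 cells pretreated 1 hr with compounds (up to 57.5 uM final), then stimulated with LPS (250 ng/mL final) plus ATP (1.25 mM final); secreted IL-1B measured by AlphaLISA after 16 hr, decreased signal indicating inhibition.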
* marks the source's active call; other numbers are inactive results; ? = inconclusive; / = not tested or not shown; [ ] = dose if it differs, or a comment. Unless noted, the call rests on the fitted dose curve; in most records, active means well fitted curve in the direction sought with a large enough effect; inconclusive means small, poorly fitted or top-dose-only effect, or another doubt; inactive means no such curve, though single readings can be large; an effect the other way counts as inactive or inconclusive.

SMILES	KB-V1 MDR tox	SW480 rereplic	HT1080 IDH1KD tx	ATXN2 expr inh	KB-3-1 cytotox	WRN helicase inh	MCF10A rerep	HT1080-NT tox	IL1B secr inh
O=C(CCc1c[nH]c2ccccc12)NCC(=O)Nc1ccc(F)c(F)c1F	7%	5%	10%	-19%	-8%	-25%	-1%	4%	11
CN(C)S(=O)(=O)c1ccc(-c2ccccc2)cc1	0%	-2%[9.22 µM]	-1%	18%	0%	-6%	-4%	-11%	2
CCOc1ccc(CCNC(=O)CCC(=O)Nc2ccc3nc(N4CCN(C)CC4)cc(C)c3c2)cc1OCC	13%	21%	0%	0%	0%	2%	22%	-15%	-6
O=C(O)/C=C/c1ccccc1Oc1ccc(Cl)cc1Cl	-5%	?	-4%	0%	11%	-22%	7%	-9%	3
CC(C)(C)S(=O)N1Cc2cc(C(=O)NCc3ccc4c(c3)OCO4)nc(-c3cccc(-c4ccncc4)c3)c2[C@H]1CCO (stereo partly drawn)	7%	/	?	-3%	0%	-27%	/	?	?
CCOC(=O)N1CCN(C(=O)c2ccc(NS(=O)(=O)c3ccc(F)cc3)cc2)CC1	-5%	-17%	10%	/	1%	0%	3%	1%	1
CCOc1ccc(CCNC(=O)CN2C(=O)NC3(CCCCCC3)C2=O)cc1OCC	-10%	-8%	5%	/	0%	1%	-2%	?	5
O=C(Nc1ccc(C(F)(F)F)cc1)C1(c2ccccc2)CC1	0%	2%	-7%	6%	-2%	-8%	-5%	-10%	2
CC(=O)Nc1ccc(NC(=O)C2CCN(C(=O)c3cccs3)CC2)cc1	3%	-40%[inhibitor]	-10%	/	3%	6%	-3%	6%	?
CCCCN(C(=O)Cn1nnc2ccccc21)C(C(=O)NCCOC)c1cccs1 (stereo not drawn)	-4%	-5%	6%	8%	3%	5%	11%	2%	9
CC(=NO)c1ccc2c(c1)Cc1cc([N+](=O)[O-])ccc1-2	7.3µM*	2%	-3%	29%	15µM*	-26%	9%	3%	-9
C=Cn1cc(CNC[C@H]2O[C@@H](n3cc(C)c(=O)[nH]c3=O)C[C@@H]2O)c(C)n1	0%	/	0%	-6%	-9%	4%	/	-12%	-3
NNC(=O)c1ccc(COCC(F)(F)C(F)F)cc1	2%	-6%	0%	-7%	14%	3%	-2%	5%	-13
O=C(CC12CC3CC(CC(C3)C1)C2)NCc1ccncc1	?	?	-15%	-3%	-11%	-10%	-8%	-10%	-1
O=S(=O)(N/N=C\C=C\c1ccccc1)c1ccc(Br)cc1	-13%	-2%	-4%	-15%	-6%	-23%[57.1 µM]	-29%	-8%	25
COc1ccc(Cc2nc3c([nH]2)c(=O)n(C)c(=O)n3C)cc1OC	12%	-7%	-5%	0%	?	-2%[11.6 µM]	-2%	3%	6
Cc1ccc(-c2nc3c4ccccc4ccn3c2CC2CCCCC2)cc1	-27%	/	-8%	12%	-11%	-5%	/	-2%	22
Cc1cc(NC(=O)c2ccc(Cl)cc2Cl)n(-c2ccccc2)n1	15%	-39%[inhibitor]	16%	3%	0%	1%	-4%	-8%	12
O=C(NCc1ccccn1)c1ccc(S(=O)(=O)Nc2ccccc2F)cc1	-4%	-6%	1%	4%	-21%	-11%	0%	0%	37
CCSc1nc(-c2ccc(OC)cc2)cc(-c2ccccc2)c1C#N	-26%	-3%	8%	-12%	3%	1%	?	0%	0
C=C1C(=O)CC2=C1[C@](Cc1ccc(F)cc1)(C(=O)OC)N(C(=O)c1ccccc1)C2	-23%	/	?	0%	?	-8%	/	?	-6
CC(=O)NC(CCS(C)(=O)=O)C(=O)N1CCc2ccccc21 (stereo not drawn)	-1%	-8%	2%	4%	-12%	-5%	17%	12%	31
Cc1ccc(S(=O)(=O)N(C)C)cc1NC(=O)COC(=O)/C=C/c1ccc2ccccc2n1	-23%	?	?	31%	?	20%	?	-2%	-106*
Cc1cc(N2CCN(C(=O)c3ccco3)CC2)nc(-c2ccccc2)n1	-22%	-7%	6%	-18%	0%	5%[57.1 µM]	?	-6%	?
CCS(=O)(=O)N1CCC2(CC1)OCCN2S(=O)(=O)c1ccccc1	-12%	/	-2%	/	15%	10%	/	2%	12
O=C(O)c1ccc2c(=O)n3c(nc2c1)/C(=C/c1ccccc1Br)CC3	2%	-7%	13%	10%	10%	-11%	-3%	-2%	-6
CC(C)(C)c1ccc(C(=O)NCCC(=O)NNC(=O)COc2ccc(F)cc2)cc1	28%	-16%	16%	0%	5%	-5%	10%	6%	-4
O=C(CNC(=S)N(Cc1ccc(F)cc1)C1CCCCC1)NC1CC1	0%	-18%	-20%	-8%	-1%	-1%	?	-20%	-9
CN(C)S(=O)(=O)N1CCN(C(=O)N2CCCCCC2)CC1	12%	-4%	5%	4%	7%	20%	-23%	9%	-3
CC1CN(Cc2ccccc2)c2nc3c(c(=O)n(CC(=O)O)c(=O)n3C)n2C1 (stereo not drawn)	-14%	-6%	9%	6%	18%	2%	14%	7%	-4
CCc1cc2c(SCC(=O)Nc3ccc(NC(C)=O)cc3)ncnc2s1	-11%	-7%	1%	/	1%	5%	15%	-20%	-15
NC(=O)CC(NC(=O)Cc1cccc2ccccc12)c1ccc(NCCOc2ccccc2)c([N+](=O)[O-])c1 (stereo not drawn)	?	-35%[inhibitor]	?	?	0%	5%	-15%	?	-23
CCCC(=O)NCCc1cc2c(C)ccc(C)c2[nH]c1=O	-5%	-16%	17%	-15%	?	-2%	0%	3%	-11
CCCCC1=NN2CCS(=O)(=O)N=C2S1	3%	2%	20%	-35%	1%	5%	-9%	16%	3
Cc1nn(CC(=O)NCCCc2ccccc2)c(=O)c2cc3occc3n12	-7%	-3%	0%	/	6%	5%	?	-9%	-2
COc1ccc(N2CCN(C3CCCN(Cc4cccc(C(C)=O)c4)C3)CC2)cc1 (stereo not drawn)	-3%	-16%	-8%	86%[activator]	2%	3%	23µM*	-3%	3
COC(=O)c1ccc(CSCC(=O)Nc2cc(OC)cc(OC)c2)o1	-19%	-7%	1%	9%	0%	-10%	?	0%	30
COc1cccc(N(C(=O)c2cnccn2)C(C(=O)NC2CCCCC2)c2ccc(Cl)cc2)c1 (stereo not drawn)	-19%	0%	-27%	2%	-7%	-14%	2%	-26%	-10
CCN(CC)Cc1c(O)ccc2occ(C(=O)c3ccccc3)c12	-5%	?	2%	-8%	-10%	-2%	14%	-9%	0
COC(=O)C(C(=O)OC)C(CC(=O)c1ccc(C)cc1)c1cc(OC)c(OC)c(OC)c1 (stereo not drawn)	-16%	20%	-7%	-18%	-2%	-2%	?	1%	21
Cc1cccc(-n2c(-c3ccc(Br)o3)n[nH]c2=S)c1	-33%	-15%	3%	-20%	-5%	-20%	-4%	-1%	9
Cc1nnc(SCCn2c(N3CCC(Cc4ccccc4)CC3)nc3c2c(=O)[nH]c(=O)n3C)s1	?	3%	11%	-13%	-16%	-21%	-10%	9%	27
CCOC(=O)C1CCCN(C(=O)c2ccc(C(F)(F)F)nc2C)CC1 (stereo not drawn)	-2%	/	10%	16%	0%	1%	/	-12%	17
CCN(CC)CCNC(=O)c1ccc(NC(=O)c2ccc3c(c2)CCC3)cc1	12%	18µM*	-2%	/	-12%	12%	15%	0%	-13
COc1ccc(-c2noc(CN(C)C(=O)c3ccoc3C)n2)cc1OC	-5%	-1%	10%	1%	-2%	11%	11%	0%	-9
CC(OC(=O)CCSc1ccccc1)C(=O)Nc1ccc(S(N)(=O)=O)cc1 (stereo not drawn)	0%	-8%	0%	-25%	1%	-5%	?	0%	12
Cc1cccc2c1-c1sc(C(=O)Nc3ccccc3N3CCN(C)CC3)cc1CO2	?	?	-30%	28µM*	-7%	-12%	4.1µM*	?	-93*
CCN(C(=O)CSc1nnnn1-c1ccccc1)C1CCS(=O)(=O)C1 (stereo not drawn)	5%	7%	?	-15%	11%	2%	23%	14%	9
COc1ccc(-c2nc(C#N)c(NC(C)c3ccccc3)o2)cc1OC (stereo not drawn)	?	0%	-21%	26%	-14%	-14%	?	-12%	?
Cc1ccc(Nc2nc3ccc(Cl)cc3n3cnnc23)cc1F	-4%	1%	14%	-33%	-1%	-2%	7%	27%	36
CCC(Sc1ncnc2c1c(-c1ccccc1)cn2-c1ccc(OC)cc1)C(=O)OC (stereo not drawn)	-4%	0%	0%	-10%	3%	-31%[57.1 µM]	-3%	1%	23
CC(OC(=O)c1ccco1)C(=O)NCc1ccc2c(c1)OCO2 (stereo not drawn)	30%	-6%	3%	5%	-12%	7%	2%	-6%	-12
O=C(N/N=C/c1ccc2c(c1)OCO2)c1cccs1	-11%	-4%	?	34%[activator]	?	-12%	11%	?	?
CN(C(=O)c1cccc(Cl)c1)C1CCCN(Cc2ccccc2F)C1 (stereo not drawn)	?	-39%[inhibitor]	6%	-3%	-1%	2%	0%	-1%	0
N/C(=N\OC(=O)C(c1ccccc1)c1ccccc1)c1ccncc1	-10%	0%	-1%	-3%	0%	-9%	0%	0%	-14
COc1cc(/C=C/c2nc3ccccc3c(=O)[nH]2)cc(Cl)c1O	2%	3%	7%	14%	11%	-35%	-7%	6%	-1

Full records, looked up by structure. Values in the order: KB-V1 MDR tox, SW480 rereplic, HT1080 IDH1KD tx, ATXN2 expr inh, KB-3-1 cytotox, WRN helicase inh, MCF10A rerep, HT1080-NT tox, IL1B secr inh
O=C(N/N=C/c1ccc2c(c1)OCO2)c1cccs1 as listed: -11%, -4%, ?, 34%[activator], ?, -12%, 11%, ?, ?
CC(OC(=O)c1ccco1)C(=O)NCc1ccc2c(c1)OCO2 (stereo not drawn) as listed: 30%, -6%, 3%, 5%, -12%, 7%, 2%, -6%, -12

Compound activity deposited in PubChem BioAssay by National Center for Advancing Translational Sciences (NCATS).
